NPSR antagonist: blocks cAMP signaling of the human neuropeptide S receptor; 220,000 tested, 1% active; Potency, µM (titrated, usually from 38.3 µM), for inactives: at the highest dose activity change, negative = inhibition, hits mostly inhibitors; CHO-NPSR cells, cAMP TR-FRET, antagonist mode; AID 1461; Q6W5P4; note: potency is the fitted concentration of half-maximal effect; % is set by controls: 0 for no effect and ±100 for the full control effect; nearly all actives have a fitted effect of over 50% in size; many of its hits are not listed in these tables
Target sequence (Q6W5P4 whole entry, looked up): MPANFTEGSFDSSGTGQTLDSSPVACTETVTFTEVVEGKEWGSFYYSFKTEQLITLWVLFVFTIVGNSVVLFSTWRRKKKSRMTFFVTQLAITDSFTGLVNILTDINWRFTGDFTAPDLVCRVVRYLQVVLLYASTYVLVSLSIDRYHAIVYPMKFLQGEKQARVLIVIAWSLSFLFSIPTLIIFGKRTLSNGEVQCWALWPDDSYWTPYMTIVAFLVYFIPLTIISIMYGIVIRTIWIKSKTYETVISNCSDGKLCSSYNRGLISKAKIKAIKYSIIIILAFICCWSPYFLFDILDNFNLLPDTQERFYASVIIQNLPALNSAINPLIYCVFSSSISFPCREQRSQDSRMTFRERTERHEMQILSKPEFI
LMNA splice mod: modulators of lamin A splicing; HeLa LMNA splicing GFP/RFP minigene ratio, 48 h; Potency, µM (top dose mostly 46.1 µM), for the others: at the highest dose ratio change, negative = inhibition, hits mostly inhibitors; 200,000 tested, 0.01% active; AID 1487; active = well fitted inhibition curve with a large enough effect in the signal ratio, with a control signal flat, not every such curve was filed as active; inconclusive = small, poorly fitted or top-dose-only effect, or effect the other way, or a change in a side signal; the % refers to the signal ratio; note: potency is the fitted concentration of half-maximal effect; % is set by controls: 0 for no effect and ±100 for the full control effect
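Read-out is the ratio of GFP to DsRed2 object intensity, acquired by 488 nm laser-scanning cytometry on HeLa lamin A-EGFP minigene reporter cells. Compound incubation 48 hrs at 37 °C in Opti-MEM with 2% FBS; DMSO 0.5% final.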
CBFb RUNX1 block: inhibitors of human CBF-beta and RUNX1 interaction | Q01196+Q13951 | AlphaScreen CBFb-His/RUNX1-biotin binding, biochemical | Potency, µM (series often up to 59.8 µM), for inactives: at the top dose activity, negative = inhibition, usual class: inhibitors | 230,000 tested, under 10 active | AID 1477; note: % of control where 0% means no effect
Target sequence (Q01196 whole entry, looked up): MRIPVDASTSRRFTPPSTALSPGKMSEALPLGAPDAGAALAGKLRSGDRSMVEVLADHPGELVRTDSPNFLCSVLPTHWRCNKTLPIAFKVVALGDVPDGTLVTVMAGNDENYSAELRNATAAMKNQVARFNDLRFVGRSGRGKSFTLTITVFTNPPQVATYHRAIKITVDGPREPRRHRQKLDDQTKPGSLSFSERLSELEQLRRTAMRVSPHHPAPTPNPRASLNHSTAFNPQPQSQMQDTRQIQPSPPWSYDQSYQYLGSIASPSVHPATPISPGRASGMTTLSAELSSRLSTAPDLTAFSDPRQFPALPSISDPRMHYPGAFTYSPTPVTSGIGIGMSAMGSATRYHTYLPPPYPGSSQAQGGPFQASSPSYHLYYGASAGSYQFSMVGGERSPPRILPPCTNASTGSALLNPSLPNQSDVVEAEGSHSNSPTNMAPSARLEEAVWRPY
Target sequence (Q13951 whole entry, looked up): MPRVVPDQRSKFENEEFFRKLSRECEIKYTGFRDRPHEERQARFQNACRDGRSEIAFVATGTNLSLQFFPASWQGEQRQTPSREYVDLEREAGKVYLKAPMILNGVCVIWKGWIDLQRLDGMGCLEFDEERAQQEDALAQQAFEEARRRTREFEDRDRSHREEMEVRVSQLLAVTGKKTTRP
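Proteins preincubated together for 20 min at RT before compound addition; 15 min later, nickel and streptavidin beads were added and left 90 min prior to AlphaScreen measurement.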
Epigenetic derep: derepresses silenced GFP reporter in murine cells | murine LDR cells, GFP reporter derepression, 30 h | Potency, µM (highest dose often 53.9 µM), without a hit: at the top dose GFP activation, hits mostly activators | 280,000 tested, 0.2% active; note: potency is the fitted concentration of half-maximal effect; % of control where 0% means no effect; nearly all actives have a fitted effect of over 60% in size
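In this reporter-derepression format, murine cells bearing a silenced integrated CMV-GFP locus incubate with test compound (30 h, 37 C), then are washed and imaged; fluorescent objects of 20–120 um count as induced cells.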
HttQ103 aggreg: reduces HttQ103-GFP aggregates in PC12 cells | PC12 HttQ103-GFP aggregates, Acumen cytometry, 40 h | Potency, µM (highest dose often 46.1 µM), for inactives: top-dose activity change, negative = inhibition, usual class: inhibitors | 220,000 tested, 1.1% active; note: potency is the fitted concentration of half-maximal effect; % is set by controls: 0 for no effect and ±100 for the full control effect; nearly all actives have a fitted effect of over 60% in size
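Huntingtin Q103 exon 1–GFP aggregates in induced PC12 cells (100 nM tebufenozide) were quantified by cytometry from lysates, with compounds dosed in titration.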
IMPase Li inh: IMPase inhibition in cells with lithium potentiation; AID 1457; CHO-M1 cells, IP1 TR-FRET (IP-One), carbachol + lithium; Potency, µM (highest dose often 59.4 µM), inactives show top-dose activity, negative = IMPase inhibition, most hits filed as inhibitors; 210,000 tested, 0.35% active;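 note: IP1 builds up when IMPase is blocked and the TR-FRET signal falls; potency is the fitted concentration of half-maximal effect; plate controls were basal vehicle for no effect and high inhibitor control for full effect; nearly all actives have a fitted effect of over 50% in size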
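Concentration–response in CHO-M1 cells, lithium-potentiated; 30 min at 37C. IP1 detected by competitive TR-FRET after 10 min lysis at RT. Hill-fitted AC50.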
KinaseGlo FLuc: blocks Kinase-Glo luciferase, a counter-screen artifact. Kinase-Glo luciferase, ATP luminescence, 8 min. 200,000 tested, 0.28% active. Q27757. Potency, µM (titrated, usually from 38.3 µM), for inactives: at the top dose activity change, negative = inhibition, actives largely listed as inhibitors; note: potency is the fitted concentration of half-maximal effect; % is set by controls: 0 for no effect and ±100 for the full control effect; nearly all actives have a fitted effect of over 60% in size
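Compounds were added to a substrate mix at pH 7.2 (50 mM imidazole, 10 uM ATP, within the enzyme's linear range), followed by Kinase-Glo detection reagent; luminescence was measured after 8 minutes at ambient temperature.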
* = called active by the depositor; u = inconclusive; x = no result given; & = joins results of further samples; [ ] = another dose, or the depositor's remark. Unless noted, calls come from the whole dose curve; as a rule, active = well fitted curve in the direction sought with a large enough effect; inconclusive = small, poorly fitted or top-dose-only effect, or another doubt; inactive = no such curve, though single readings can be large; an effect the other way counts as inactive or inconclusive.

SMILES	NPSR antagonist	LMNA splice mod	CBFb RUNX1 block	Epigenetic derep	HttQ103 aggreg	IMPase Li inh	KinaseGlo FLuc
CC1CC(C)CN(Cc2nc(N)nc(Nc3ccccc3)n2)C1 (configuration not stated)	-7.2%[46.1 µM]	8.3%	1.3%	-1.2%	23.1%	5.8%[38.3 µM]	-2.0%
Cc1nn(CC(=O)O)c(C)c1C	12.6%[46.1 µM]	3.1%	12.7%	-11.4%	2.5%	x	x
O=C1N=C(N2CCOCC2)SC1=C1CCCCC1	-5.2%[46.1 µM]	u	3.6%	0.0%	-1.6%	22.7%[38.3 µM]	u
COc1cccc(OC)c1OCCNCC1COc2ccccc2O1 (configuration not stated)	-16.4%[46.1 µM]	u	-3.4%&14.3%	-0.1%&0.0%&6.6%	x	18.3%&-10.5%&5.4%	-1.8%&-1.2%
Nc1nnc(SCC(=O)OCC(=O)Nc2ccc(Br)cc2)s1	4.1%[46.1 µM]	-13.3%	4.4%	-0.9%	4.8%	x	x
CC(C)Oc1ccc2c(=O)c(-c3ccccc3)coc2c1	-29.4%&-29.7%	u	-8.3%&17.6%&15.8%	0.4%&-4.6%&0.0%	x	1.7%&6.6%	-5.2%
Cc1ccc(S(=O)(=O)NCC(c2cccnc2)N2CCOCC2)cc1 (configuration not stated)	12.8%	19.2%[9.22 µM]	0.8%	-4.0%	-24.6%	-0.1%	-2.7%
CCCCN(C)C(=O)C1CCN(CCCc2ccccc2)CC1	-11.6%[46.1 µM]	1.2%	3.2%	4.8%	-0.8%	48.9%[activator][38.3 µM]	-2.8%
O=C(/C=C/c1cccc([N+](=O)[O-])c1)N1CCN(Cc2ccc3c(c2)OCO3)CC1	-11.2%	1.9%	16.3%	-3.2%	-14.5%	10.3%	3.2%
CNc1ccc(NC(C)=O)cc1[N+](=O)[O-]	-2.2%[46.1 µM]	-18.0%	-9.8%	0.1%	u	x	x
Nn1c(Cc2cccc3ccccc23)nnc1SCc1c(F)cccc1Cl	-8.9%	-4.5%	2.4%	0.1%	-3.0%	4.7%	10.7%
CCSC1=NC2(CCCCC2)Nc2sc3c(c21)CCCC3	u	13.4%	-4.1%	9.3%	u	36.0%[activator][38.3 µM]	4.4%
CCN(CC)S(=O)(=O)c1cccc(NC(=O)c2cc3ccccc3o2)c1	-25.8%[46.1 µM]	u	10.6%	-2.0%	6.2%	5.9%[38.3 µM]	0.1%
NNC(=O)CCCNc1ncc(C(F)(F)F)cc1Cl	1.9%	7.7%[46 µM]	13.0%	-1.7%	13.8%	6.4%	1.6%
S=C1NCN(Cc2ccco2)CN1c1cccc2ccccc12	9.9%	x	-1.5%	0.0%	6.6%[9.22 µM]	x	x
CC(C)(C)NC(=O)C(=O)NCCC1=CCCCC1	7.5%	6.4%	-1.2%	7.8%	-10.6%	-1.9%	0.2%
Cc1cccn2c(=O)c3cc(C(=O)NCc4ccco4)c(=N)n(CCOCCO)c3nc12	-26.2%[46.1 µM]	22.2%	-2.9%	1.8%	2.82µM*	4.3%[38.3 µM]	-3.1%
Cc1ccc(NS(=O)(=O)c2ccccc2[N+](=O)[O-])cc1C	-0.2%	x	-8.5%	1.2%	-8.0%	-0.9%	-0.8%
N#CCCN(Cc1cccs1)C(=O)Nc1ccc(F)cc1	0.3%	x	15.6%	1.1%	-25.1%[9.22 µM]	x	x
Cc1occc1-c1nnc(SCC(=O)N2CCN(c3ccc(F)cc3)CC2)n1C	-5.6%[46.1 µM]	u	-4.8%	1.9%	-14.5%	-4.7%[38.3 µM]	2.4%
CC(=O)Nc1ccc(NC(=O)c2ccc(COc3ccc4c(C)cc(=O)oc4c3)cc2)cc1	15.3%	-4.9%	-19.2%	0.0%	-10.9%	-4.7%	2.3%
Cc1cc(C)n2cc(COc3ccccc3)nc2n1	2.0%	-0.8%	6.3%	2.2%	-18.8%	-6.9%	-3.0%
O=C(CN1CCCc2ccccc21)Nc1ccc(F)cc1[N+](=O)[O-]	-14.2%	x	-14.4%	-1.1%	-1.6%	24.2%	-1.1%
Cc1ccc(C)c2[nH]c(=O)c(CCNC(=O)C(C)(C)C)cc12	2.8%[46.1 µM]	0.7%	1.6%	-0.8%	15.5%	14.0%[38.3 µM]	-1.0%
COc1cc(-c2nc3ccccn3c2/N=C/c2cccc(F)c2)ccc1O	-49.1%	x	11.5%	-1.2%	-13.6%	30.1%[activator]	9.3%
Cc1nn(Cc2ccc(F)cc2)c(C)c1NC(=O)CCCn1nc([N+](=O)[O-])cc1C	-3.0%	4.6%[46 µM]	-7.1%	-1.5%	6.6%	2.1%	2.5%
CCCn1c(=O)c(C(=O)Nc2nnc(CC)s2)c(O)c2ccccc21	-4.2%[7.67 µM]	-6.3%	-3.1%	-1.5%	-19.2%	1.5%[38.3 µM]	0.8%
CCOc1ccccc1NC(=O)C1=C(C)NC(=S)NC1c1cccs1 (configuration not stated)	-11.6%	u	-6.3%	-1.0%	-4.6%	-2.1%	-0.2%
COC(=O)CSc1nc(C)c(C)c(C)c1C(N)=O	8.6%	x	2.1%	-2.4%	8.9%[9.22 µM]	-1.1%	0.9%
CC1=C(C(=O)Nc2ccccc2)C(c2ccc3c(c2)OCO3)C2=C(CCCC2=O)N1 (configuration not stated)	19.8%[46.1 µM]	-3.4%	u	0.0%	2.3%	6.2%[38.3 µM]	0.2%
COC(=O)c1sc2nc(SCc3cccc(F)c3)n(N)c(=O)c2c1C	1.6%	3.8%	8.9%	1.1%	30.5%	6.7%	-2.8%
Cn1nnnc1SCC(=O)Nc1ccccn1	-1.2%[46.1 µM]	-5.0%	5.3%	0.0%	11.0%	8.7%[38.3 µM]	-5.6%
O=C(Nn1cnnc1)c1ccncc1	-6.3%[46.1 µM]	-4.7%	5.0%	0.0%	-4.8%	x	x
CCOC(=O)c1ccc(NC(=S)N2CCC(C(N)=O)(N3CCCCC3)CC2)cc1	2.0%	1.3%[46 µM]	2.3%	0.0%	-9.7%[9.22 µM]	5.1%	-2.0%
O=C1CCCc2c1cc(C(=O)Nc1ccc(Br)cn1)c(=O)n2-c1ccccc1	-3.2%[46.1 µM]	4.9%	-1.2%	-0.2%	-7.7%	19.7%[38.3 µM]	2.1%
COCCN1C(=O)c2[nH]nc(-c3ccccc3O)c2C1c1ccc(OC)cc1 (configuration not stated)	-8.0%	x	3.5%	5.8%	16.9%[9.22 µM]	x	x
COc1ccc(CC(=O)Nc2ccc(S(=O)(=O)Nc3ncccn3)cc2)cc1	13.6%[46.1 µM]	0.2%	2.8%	-1.0%	0.1%	12.3%[38.3 µM]	21.0%
Cc1cc(C(=O)NCc2ccccc2Cl)n(-c2ccccc2)n1	-5.4%	x	5.0%	0.0%	4.4%[9.22 µM]	x	x
CCc1nnc(NC(=O)CCc2ccc(C)o2)s1	-2.8%[46.1 µM]	3.5%	-2.6%	1.8%	26.6%	18.2%[38.3 µM]	-5.6%
CCCCCNC(=O)Cc1cc(=O)[nH]c(=O)[nH]1	-8.6%[46.1 µM]	-3.6%	6.3%	0.1%	-11.8%	21.3%[38.3 µM]	0.1%
Cc1cc(-c2ccccc2)nc(SCC(=O)N2CCCC2)n1	-4.2%	-0.2%[46 µM]	5.1%	0.0%	6.9%	-2.6%	0.0%
COCc1cc(=O)[nH]c(SC)n1	-22.9%	x	6.3%	1.4%	-34.4%[9.22 µM]	x	x
COC(=O)C(NS(=O)(=O)c1ccc(F)cc1)c1ccccc1 (configuration not stated)	4.2%	4.9%[46 µM]	6.0%	0.1%	-0.3%	5.9%	-0.5%
O=C(Nc1cccnc1N1CCOCC1)c1cc2ccccc2oc1=O	-3.8%[46.1 µM]	1.6%	-1.2%	1.8%	15.9%	x	x
O=C(Nc1ccc(S(=O)(=O)N2CCCCCC2)cc1)C1CCCO1 (configuration not stated)	-9.2%[46.1 µM]	9.7%	-3.4%	-0.8%	5.8%	-4.5%[38.3 µM]	-0.9%
CCc1ccccc1NC(=O)CN(C)C(=O)CSc1nc2cc(Cl)ccc2s1	-5.5%	u	-6.0%	0.9%	-1.6%	10.5%	3.0%
N#Cc1c(NC(=O)c2nc3ncccn3n2)sc2c1CCCCC2	-6.4%[46.1 µM]	-11.1%	-13.6%	-7.3%	-8.5%	6.1%	-6.6%
COCCN1C(=O)c2cc(C(=O)Nc3cccc(F)c3)ccc2C1Nc1cccc(F)c1 (configuration not stated)	-5.4%	-1.9%	3.1%[2.36 µM]	-0.4%	-7.5%	2.5%	-0.3%
c1cc2c(cc1-c1cnc3n1CCC3)OCCO2	-4.9%[46.1 µM]	u	1.3%	-0.9%	25.1µM*	3.3%[38.3 µM]	3.6%
C#CCOCCOCCOCCNc1nc(N2CCN(C(=O)[C@H](CCCCN)n3cc([C@@H](N)CC(C)C)nn3)CC2)nc(N2CCN(C(=O)[C@H](CCCCN)n3cc([C@@H](N)CC(C)C)nn3)CC2)n1	-25.8%	x	8.0%	0.0%	-3.0%[9.22 µM]	-6.8%	x

The listing continues.
SMILES	NPSR antagonist	LMNA splice mod	CBFb RUNX1 block	Epigenetic derep	HttQ103 aggreg	IMPase Li inh	KinaseGlo FLuc
COCCn1c(C)cc(C(=O)COc2cccnc2[N+](=O)[O-])c1C	3.9%	1.9%[46 µM]	-9.2%	8.5%	20.9%	0.9%	-2.0%
CCOC(=O)c1cnc(SCC(=O)N2CCc3ccccc32)nc1N	-3.5%[46.1 µM]	12.8%	7.3%	-1.0%	-4.1%	5.9%[38.3 µM]	0.1%
CCc1ccc(C(=O)Nc2ccc(OC)c(S(=O)(=O)N3CCOCC3)c2)cc1	-7.3%	u	-4.4%	0.0%	2.4%	1.6%	1.8%
CSCCC(NC(=O)c1ccccc1Br)C(=O)NCC1CCCCC1 (configuration not stated)	-18.1%	x	-1.3%	0.9%	2.9%	-3.9%	0.3%
Cc1cccc(/C(N)=N/OC(=O)c2ccco2)c1	0.0%[46.1 µM]	2.9%	10.1%	-0.7%	18.5%	12.3%[38.3 µM]	u

Gathered by group, the entries above containing an NH in an aromatic ring (4)
SMILES	NPSR antagonist	LMNA splice mod	CBFb RUNX1 block	Epigenetic derep	HttQ103 aggreg	IMPase Li inh	KinaseGlo FLuc
Cc1ccc(C)c2[nH]c(=O)c(CCNC(=O)C(C)(C)C)cc12	2.8%[46.1 µM]	0.7%	1.6%	-0.8%	15.5%	14.0%[38.3 µM]	-1.0%
COCCN1C(=O)c2[nH]nc(-c3ccccc3O)c2C1c1ccc(OC)cc1 (configuration not stated)	-8.0%	x	3.5%	5.8%	16.9%[9.22 µM]	x	x
CCCCCNC(=O)Cc1cc(=O)[nH]c(=O)[nH]1	-8.6%[46.1 µM]	-3.6%	6.3%	0.1%	-11.8%	21.3%[38.3 µM]	0.1%
COCc1cc(=O)[nH]c(SC)n1	-22.9%	x	6.3%	1.4%	-34.4%[9.22 µM]	x	x

Screening data: PubChem, National Center for Advancing Translational Sciences (NCATS)

The list is partial; rates above refer to the full screens.
